# HIF-2a inh: HIF-2a reporter inhibitors, primary screen, luminescence, 786-0 RCC cells; 786-0 RCC cells HIF-2a reporter, luciferase luminescence, overnight; 360,000 compounds, 0.72% hits; AID 624352, 2012; inhibition, % at 18.8 µM;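 active = inhibition of the luminescence signal of 40% or more relative to plate controls, in a single-dose primary screen at 18.75 µM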
# hiPSC survival: enhancers of single-cell hiPSC survival, primary screen, ATPlite luminescence; 360,000 compounds, 0.044% hits; survival enhancement, % at 20 µM; 100% = ROCK inhibitor wells, 0% = DMSO; in the data active = survival enhancement above about 18%;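 note: cells exposed to compounds for 16 hours before the ATP read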
# TWEAK-Fn14 inh: inhibitors of TWEAK-Fn14 signaling, primary screen, luciferase reporter cells, uHTS; TWEAK-stimulated Fn14 reporter cells, luciferase luminescence, 8 h; inhibition, % at 10 µM; 360,000 compounds, 2% hits; AID 1159606, 2016; in the data active = inhibition above about 50%
# Shn3 3UTR inh: reduction of Shn3 3'UTR firefly luciferase signal, primary screen, Schnurri-3 inhibitor project, cell-based, Clone20 osteoblasts, set 2. inhibition, % at 12.5 µM. 360,000 compounds, 0.52% hits. Clone20 osteoblast Shn3 3'UTR firefly luciferase, 24 h;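 active = mean inhibition of at least 75% with every replicate also reaching 75%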;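 note: 0% = median of neutral control wells and 100% = pilot-screen positive control compound; some compounds past the cut are filed as inactive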
# aDG glyco act: activators of alpha-DG glycosylation, primary screen, uHTS, Pro5-aDG cells, AlphaScreen; alpha-DG glycosylation AlphaScreen (IIH6); 0% Pro5, 100% B10-LARGE cell signal; activation, % at 10 µM; 360,000 compounds, 0.22% hits; AID 624168, 2012;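 active = activation of at least 8% versus controls, or a plate z-score of at least 8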;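 note: Pro5 are CHO cells carrying HIG-tagged alpha-DG that lacks glycosylation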
# NR2E3 ag-1: NR2E3 agonists in two-hybrid cells, primary screen, cell-based, luminescence, CHO-S, Gal4-NCOR/VP16-NR2E3 | inhibition of corepressor binding, % at 3.98 µM | 360,000 compounds, 0.35% hits | luciferase | Photoreceptor-specific nuclear receptor (Homo sapiens), Q9Y5X4 | AID 602229, 2012;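 active = inhibition above the mean of all tested compounds plus 3 SD, cut at about 70% in these data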;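 note: 0% = DMSO with NR2E3 transfected cells and 100% = cells lacking NR2E3 construct; higher means lower luciferase signal from less NR2E3 corepressor binding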
# Target sequence (Q9Y5X4 whole entry, looked up, the tested form may be a part): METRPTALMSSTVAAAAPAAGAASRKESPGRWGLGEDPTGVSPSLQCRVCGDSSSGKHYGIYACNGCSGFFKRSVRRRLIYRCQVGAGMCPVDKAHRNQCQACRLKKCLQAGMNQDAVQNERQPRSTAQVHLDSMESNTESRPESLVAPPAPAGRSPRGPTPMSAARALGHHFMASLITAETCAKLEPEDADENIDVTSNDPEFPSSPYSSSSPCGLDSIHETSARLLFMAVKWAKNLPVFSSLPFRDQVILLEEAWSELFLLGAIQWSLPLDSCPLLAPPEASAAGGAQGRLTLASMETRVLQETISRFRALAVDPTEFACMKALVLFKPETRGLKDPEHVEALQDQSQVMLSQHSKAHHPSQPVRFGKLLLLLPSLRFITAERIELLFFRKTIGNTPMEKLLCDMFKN
# NR2E3 ag-2: inhibitors of NR2E3-RetCOR corepressor binding, primary screen, NR2E3 agonist project, biochemical, TR-FRET, GST-NR2E3, biotin-RetCOR | inhibition of corepressor binding, % at 4.78 µM | 320,000 compounds, 0.12% hits | 1536-well | Photoreceptor-specific nuclear receptor (Homo sapiens), Q9Y5X4 | AID 2300, 2010;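 active = percent inhibition above the cutoff of mean plus 3 SD of all tested compounds, set per screening campaign, cut at about 20% in these data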;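 note: 0% = DMSO wells and 100% = biotin wells as full block of FRET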
#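 Format: 1536-well format; test system: GST-NR2E3 and biotin-RetCOR proteins; read-out basis: percent inhibition of TR-FRET ratio; timing: 5 h incubation at 4 °C; detection: time-resolved FRET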
# TRPM1 prom inh: inhibitors of MITF-dependent TRPM1 promoter reporter, primary screen, cell-based, SK-MEL-5, single point, luciferase. 330,000 compounds, 0.83% hits. SK-MEL-5 TRPM1 promoter luciferase, 24 h. inhibition, % at 12.5 µM;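 active = mean inhibition across replicates of 60% or more, whatever share of single replicates reaches that level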; note: values of inactives mirror those of a sister screen read the other way
# KKLEB tox: cytotoxicity in KKLEB CF airway cells, primary screen, cytotoxicity control for CF NF-kB inhibitor project, cell-based, uHTS, fluorescence assay plates; 360,000 compounds, 0.36% hits; activity change (cytotoxicity), % at 5 µM; AID 602141, 2011; KKLEB CF airway cells viability, ATPlite luminescence, overnight; active compounds read low; cells stimulated with P. aeruginosa culture filtrate;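 active = corrected activity change at or below -50% at 5 µM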
# CF NFkB block: inhibitors of PAF-induced NF-kB signaling, primary screen, cell-based, GFP fluorescence, uHTS; inhibition, % at 5 µM; KKLEB NF-kB-GFP reporter, GFP fluorescence overnight; AID 588850, 2011; 360,000 compounds, 0.86% hits;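 active = at least 50% inhibition at 5 µM, scaled per plate between neutral and stimulator controls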;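 note: PAF is a Pseudomonas aeruginosa culture filtrate used as stimulus; plate controls were PAF-stimulated DMSO wells for no effect and unstimulated DMSO wells for full effect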
# Peg3 prom inh: Peg3 promoter-driven luciferase inhibitors, primary screen, cell-based, HeLa, luciferase luminescence; HeLa PEG-Prom luciferase reporter, overnight; inhibition, % at 20 µM; 360,000 compounds, 1.7% hits;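 active = inhibition of at least 50% at 20 µM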
# Active calls of the source: *; / = no result given; & = joins results of further samples. Random draw from the library; any-hit rate near 4.4%.
SMILES,HIF-2a inh,hiPSC survival,TWEAK-Fn14 inh,Shn3 3UTR inh,aDG glyco act,NR2E3 ag-1,NR2E3 ag-2,TRPM1 prom inh,KKLEB tox,CF NFkB block,Peg3 prom inh
CSc1nc(C)nc2c1c(=O)n(C)c(=O)n2C,8,-2.2,4,5,-0.1,-32,1,6,2,-23,-5
CCCCN(C(=O)c1ccncc1)c1c(N)n(CCC)c(=O)[nH]c1=O,15,-2.0,-12,10,0.2,13,/,5,-7,14,10
COc1cccc(/C=C/C(=C2/C(=O)N(c3ccccc3)N=C2C)c2ccccc2)c1OC,15,2.5,14,-47,-0.4,-11,-1,-7,4,-22,-5
O=C(N1CCOCC1)N1CCN(S(=O)(=O)N2CCOCC2)CC1,5,-1.6,-8,-8,-0.2,-12,4,15,-1,-8,-8
CCOc1ccc(C2CC(c3ccc(OC)cc3)n3ncnc3N2)cc1 (stereo not given),-147,-0.7,-28,7,1.0,-48,-3,-15,9,6,-58
O=C1CSC(c2cn(-c3ccccc3)nc2-c2cc3ccccc3o2)N1Cc1ccccc1 (stereo not given),-33,6.9,9,14,0.1,-4,6,-7,7,9,-21
COc1cccc(/C(O)=C2/C(=O)C(=O)N(CCN3CCOCC3)C2c2cccnc2)c1 (stereo not given),7,-0.2,-2,4,-0.3,-7,2,4,6,-3,7
CCCC(=O)Nc1ccc(NC(=O)c2ccco2)cn1,-104,-0.7,-31,-18,0.0,-44,-2,-50,1,-2,-90
Cc1[nH]n(-c2ncc(-c3ccc(Cl)cc3)s2)c(=O)c1C(c1ccc(Cl)cc1)C(C#N)C#N (stereo not given),3,-1.1,10,18,-0.3,-25,3,17,20,0,7
Cn1nc(C(=O)NNC(=O)c2ccccc2Br)c2ccccc2c1=O,11,-0.3,3,-12,-0.2,16,/,12,5,-16,-13
C=CCOc1cccc(C(=O)N2CCC(CCC(=O)NC3CC3)CC2)c1,-3,0.6,8,-55,-0.2,-24,1,-7,2,-17,1
COCC(=O)N1CCCc2ccccc21,-6,1.4,22,-23,-0.2,-7,1,18,-1,-7,8
COC(=O)C1=C(C)N(CCc2c[nH]c3ccccc23)C(=O)C1,-48,-0.4,-2,-8,0.1,-10,-2,-18,-3,-1,-48
COc1ccc(/C=C2/SC(=S)N(CC(=O)O)C2=O)cc1OCc1ccc(Cl)cc1,-95,-0.1,-37,-44,0.0,-91,1,-58,8,-18,-242
CC1CCN(C(=O)Cn2nnc(-c3cccs3)n2)CC1,-190,1.6,-2,-35,0.0,-64,-2,-40,14,4,-163
CN(C)C1(CNC(=O)CC(NC(=O)c2ccccc2Cl)c2ccccc2)CCCCC1 (stereo not given),10,0.8,36,5,-0.1,-25,4,-5,-16,0,-1
CCOc1ncccc1C(=O)NCC(c1ccco1)N1CCCCC1 (stereo not given),9,0.3,31,13,0.2,-18,/,-1,-24,21,-4
COc1cc(/C=C(\NC(=O)c2ccccc2)C(=O)NCC(=O)O)c([N+](=O)[O-])cc1OC,8,1.7,-13,3,-0.2,-1,-4,12,4,15,13
O=C(CC1CCCC1)Nc1nnc(C2CC2)s1,-56,0.4,-10,-22,0.1,-40,-2,1,-7,17,-72
Cc1ccc(S(=O)(=O)n2[nH]c(=O)cc2N)cc1,11,5.5,-7,-40,0.0,-13,0,1,0,4,-8
CN(C[C@H](Cc1ccccc1)N(C[C@H](Cc1cccc2ccccc12)N(CCc1ccccc1)N=O)N=O)N=O,6&-2,1.3&0.6,10&4,71,-0.4&-0.3,9&-6,3,-4,-5,0,28
O=C(CSc1nnc(-c2ccncc2)n1CC1CCCO1)NCc1ccccc1 (stereo not given),3,1.0,0,19,-0.1,-11,1,2,4,7,0
CN1CCC(=NNC(=O)CSCc2ccccc2)CC1,-6,-0.7,9,-11,0.1,-13,0,-2,0,3,-2
O=C(NCC1COc2ccccc2O1)C1CCC(CNc2c(N3CCCCC3)c(=O)c2=O)CC1 (stereo not given),11,0.8,-2,-18,0.1,-43,-2,-45,0,6,-10
Cc1ccc(Cn2nc(C)c(NC(=O)c3cc(-c4ccco4)on3)c2C)cc1,-10,-2.2,12,31,0.4,-4,-4,27,-5,7,31
COc1ccccc1C(=O)O/N=C(\N)c1ccccn1,-148,0.1,74*,-38,0.0,-121,2,-6,-8,-6,-134
O=C(Nc1cccc(C(=O)N2CCOCC2)c1)C1CCCCC1,-1,0.2,6,/,-0.3,11,/,/,/,/,/
O=C(NCCN1CCCC(O)C1)c1cc(COc2ccc(F)cc2Cl)on1 (stereo not given),-23,-0.2,4,0,0.0,-26,1,-19,12,1,-10
O=C(c1cccc(S(=O)(=O)N2CCOCC2)c1)N1CCCC1,12,-1.9,-11,9,0.0,8,2,2,-4,6,8
Cc1ccc(/C=C/C(=O)OCC(=O)Nc2cccnc2Cl)o1,-12,-1.1,-8,-4,0.2,-21,/,-5,-6,7,-3
Cc1ccc(S(=O)(=O)c2cc3ccccc3oc2=Nc2ccc3c(c2)OCCO3)cc1,12,-1.4,81*,37,-0.4,-11,-3,-5,-20,23,12
COc1ccc(CCNC(=O)CCn2c(=O)c3ccccc3n(CC(=O)NCC3CCCO3)c2=O)cc1OC (stereo not given),18,-0.5,6,-3,-0.1,-29,0,0,-3,10,6
CCOC(=O)Cc1csc(NC(=O)c2ccc(S(=O)(=O)N3CCCCC3)cc2)n1,3,1.9,33,13,0.4,11,-1,22,-11,16,24
C[C@H](CO)N1C[C@H](C)[C@@H](CN(C)C(=O)Nc2ccc(C(F)(F)F)cc2)Oc2c(NC(=O)Nc3ccc4c(c3)OCO4)cccc2C1=O,-1,-3.7,-32,-13,-0.4,7,/,11,20,-53,-8
Clc1ccc(/C=N/Nc2nnc(Cl)c3ccccc23)cc1,-198,-2.3,-45,-24,-0.2,-30,-7,-34,-33,-20,-158
COc1ccc(C2C=C(C)Nc3nc(SC)nn32)cc1 (stereo not given),5,-2.3,-21,-19,-0.2,2,-1,-6,-5,0,-3

# 3 compounds from above, ordered by the number in aDG glyco act, ascending.
canonical_smiles | aDG glyco act
C[C@H](CO)N1C[C@H](C)[C@@H](CN(C)C(=O)Nc2ccc(C(F)(F)F)cc2)Oc2c(NC(=O)Nc3ccc4c(c3)OCO4)cccc2C1=O | -0.4
Clc1ccc(/C=N/Nc2nnc(Cl)c3ccccc23)cc1 | -0.2
O=C(NCC1COc2ccccc2O1)C1CCC(CNc2c(N3CCCCC3)c(=O)c2=O)CC1 (stereo not given) | 0.1

# Later entries
SMILES,HIF-2a inh,hiPSC survival,TWEAK-Fn14 inh,Shn3 3UTR inh,aDG glyco act,NR2E3 ag-1,NR2E3 ag-2,TRPM1 prom inh,KKLEB tox,CF NFkB block,Peg3 prom inh
COc1cc(C(C)=O)ccc1OCC(O)CN1CCN(c2ccc(C)cc2C)CC1 (stereo not given),21,-0.5,7,5,0.0,-28,3,4,2,9,11
O=c1c2ccccc2oc2nc(-c3ccco3)n(Cc3ccccc3)c(=O)c12,-95,0.7,7,-20,0.1,-7,-2,-50,14,-26,-61
O=C(COC(=O)c1cccnc1Nc1cccc(C(F)(F)F)c1)NC1CCS(=O)(=O)C1 (stereo not given),-11,0.4,20,5,0.3,-10,-4,20,-4,-2,12
COc1ccc(CN2CCC(CO)(CCOc3ccccc3)CC2)c(OC)c1C,10,-0.7,3,2,0.5,-15,3,-9,-3,15,-10
CCOC(=O)Cc1c(C)[nH]n(-c2ccccc2)c1=O,8,0.8,-7,-2,0.0,11,-2,/,-3,15,2
CCOC(=O)COc1nc(OC)nc(N2CCOCC2)n1,13,-0.7,0,-3,-0.1,-2,4,2,-6,12,2
Cc1ccc(S(=O)(=O)N2CCC(=O)N([C@H](COCc3cccc(C)c3)C(C)C)CC2)cc1,8,-1.6,-16,/,-0.3,9,/,/,/,/,/
Cc1cccn2c(=O)c3cc(C(=O)NCCN4CCOCC4)c(=N)n(Cc4cccnc4)c3nc12,31,-0.3,-13,-3,-0.4,-13,-1,13,-15,-2,34
CCC(=O)N1CCc2cc(S(=O)(=O)CCC(=O)Nc3ccc(OC)c(OC)c3)ccc21,13,2.5,11,8,-0.1,-18,4,2,0,-1,4
O=C(NCCS(=O)(=O)N1CCN(c2ccccc2F)CC1)c1cc(=O)c2ccccc2o1,16,-0.5,-5,-6,-0.4,-14,0,7,-2,7,20
O=C(CCCN1C(=O)/C(=C/c2ccc(F)cc2)SC1=S)NCCCn1ccnc1,9,-0.2,18,-3,0.3,-17,3,-3,-12,26,-16
COc1ccc(-c2csc(NC(CO)c3nc4ccccc4n3CCOCCO)n2)cc1 (stereo not given),-66,-0.5,-39,-25,0.0,-18,3,-2,5,-16,-38
CSc1ncccc1C(=O)Nc1ccccc1N1CCOCC1,6,0.3,3,14,0.0,-19,/,4,19,-3,4
CC(=O)N(CN1C(=O)C2C3C=CC(C3)C2C1=O)c1cccc(Cl)c1 (stereo not given),10,0.1,34,-4,-0.3,-17,-3,1,8,-2,21
COc1ccc(C(=O)N2CCCC(CO)(Cc3ccccc3C)C2)o1 (stereo not given),-28,-0.3,2,-6,-0.3,-18,-1,3,8,-4,5
CCOc1ccc(/C=N/NC(=O)C(OC)c2ccccc2)cc1 (stereo not given),12,-0.5,-8,5,0.1,-20,4,2,-9,14,17
O=c1[nH]c(C(F)(F)C(F)(F)C(F)(F)F)no1,-2,-2.7,0,-6,-0.1,-7,/,20,-7,28,-1
CCn1cc(/C=C(\NC(=O)c2ccccc2)C(=O)NCCCn2ccnc2)c2ccccc21,10,-0.4,3,-37,0.8,-3,/,/,-9,15,12
O=C(CN1C(=O)NC2(CCCC2)C1=O)N1CCN(S(=O)(=O)c2ccccc2Br)CC1,5,0.0,-4,14,-0.3,-29,-1,-16,-2,12,4
Cc1ccc2nc(NC(=O)Cn3cc4c(n3)CCCCC4)sc2c1,-18,5.7,20,-2,0.3,-27,1,/,-12,18,-33
CC(=O)Nc1ccc(C(=O)OCc2ccc(F)cc2Cl)cc1,-35,2.1,-14,-1,0.2,-35,-1,-3,-2,-2,-17
O=C(Cn1cnc2ccccc21)N/N=C/c1cccnc1,10,5.3,-5,3,-0.3,-4,5,4,-2,-14,9
COc1ccccc1CCc1nnc(CCC(=O)NC(C)Cn2nc(C)cc2C)o1 (stereo not given),11,1.7,-7,-5,0.1,-11,0,3,-6,9,4
